BLM inh: Bloom syndrome helicase (human) inhibition; P54132; recombinant BLM DNA unwinding, fluorescence dequenching; Potency, µM (highest dose often 56.1 µM), without a hit: top-dose activity change, negative = inhibition, usual class: inhibitors; 350,000 compounds, 0.2% hits; AID 2528;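 note: plate controls were vehicle for no effect and no enzyme for full effect; nearly all actives have a fitted effect of over 35% in size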
POLB inh: inhibitors of human DNA polymerase beta; Pol beta primer extension/strand displacement, fluorescence kinetic; Potency, µM (doses to about 114 µM), without a hit: top-dose activity change, negative = inhibition, actives largely listed as inhibitors; 340,000 compounds, 1.3% hits; AID 485314; note: % is set by controls: 0 for no effect and ±100 for the full control effect
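Values derive from four-parameter Hill fits of normalized kinetic data: reads at 0 and 10 min following addition of 50 nM substrate to 10 nM Pol beta preincubated 15 min with compound.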
BAZ2B block: BAZ2B (human) inhibition | AlphaScreen BAZ2B-H3K14Ac peptide displacement | Potency, µM (top dose mostly 114 µM), without a hit: at the highest dose activity change, negative = inhibition, usual class: inhibitors | 360,000 compounds, 4.4% hits; note: % is set by controls: 0 for no effect and ±100 for the full control effect; nearly all actives have a fitted effect of over 60% in size
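In this displacement format the biotinylated H3(5-23) peptide acetylated at Lys14 serves as ligand at 50 nM, with BAZ2B at 50 nM in PBS pH 7.4 containing 0.01% Tween-20. Donor and acceptor beads are 10 ug/mL final.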
POLI inh: blocks human DNA polymerase iota activity. 390,000 compounds, 1% hits. Pol iota fluorescent replication assay, 10 min. Potency, µM (highest dose often 115 µM), inactives show top-dose activity, negative = inhibition, usual class: inhibitors. AID 588590. Q9UNA4
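Pol iota at 10 nM preincubated 15 min with compounds at room temperature; reaction started with fluorescent substrate, 50 nM final. Fluorescence read kinetically at 0 and 10 min; buffer-only wells as negative control.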
Pol kappa inh: blocks human DNA polymerase kappa activity | Q9UBT6 | purified Pol kappa, fluorescent DNA synthesis assay, 10 min | Potency, µM (titrated, usually from 107 µM), for the others: top-dose activity, negative = inhibition, most hits filed as inhibitors | 400,000 compounds, 0.53% hits; note: % is set by controls: 0 for no effect and ±100 for the full control effect
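Kinetic fluorescence readout at 0 and 10 min followed reaction start with substrate at 50 nM final. Beforehand, enzyme (10 nM Pol kappa) stood 15 min with compound at room temperature; buffer-only wells were negative controls.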
POLH inh: DNA polymerase eta (human) inhibition. Q9Y253. recombinant Pol eta, fluorescent DNA replication assay. Potency, µM (doses to about 114 µM), without a hit: top-dose activity change, negative = inhibition, most hits filed as inhibitors. 390,000 compounds, 1.2% hits. AID 588591; note: % is set by controls: 0 for no effect and ±100 for the full control effect
Target sequence (Q9Y253 whole entry, looked up): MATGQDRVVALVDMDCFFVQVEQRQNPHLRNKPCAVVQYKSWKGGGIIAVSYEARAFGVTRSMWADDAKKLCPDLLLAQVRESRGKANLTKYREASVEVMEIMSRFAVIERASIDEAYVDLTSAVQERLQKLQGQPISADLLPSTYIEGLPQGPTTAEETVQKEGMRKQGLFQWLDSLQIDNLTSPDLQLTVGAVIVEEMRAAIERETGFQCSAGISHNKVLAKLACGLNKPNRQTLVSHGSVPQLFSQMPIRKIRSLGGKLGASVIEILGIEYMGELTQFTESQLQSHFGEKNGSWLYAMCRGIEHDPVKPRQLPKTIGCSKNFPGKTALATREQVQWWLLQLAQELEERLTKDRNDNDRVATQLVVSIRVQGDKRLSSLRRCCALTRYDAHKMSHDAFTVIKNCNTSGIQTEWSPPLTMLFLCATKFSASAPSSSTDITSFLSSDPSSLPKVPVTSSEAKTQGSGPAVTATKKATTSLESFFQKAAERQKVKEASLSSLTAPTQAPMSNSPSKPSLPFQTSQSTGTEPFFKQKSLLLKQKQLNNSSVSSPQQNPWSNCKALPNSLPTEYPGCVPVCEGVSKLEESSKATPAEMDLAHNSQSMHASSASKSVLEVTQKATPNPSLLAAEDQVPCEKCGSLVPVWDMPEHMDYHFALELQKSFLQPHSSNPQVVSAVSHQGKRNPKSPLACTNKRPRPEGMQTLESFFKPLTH
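Pol eta at 10 nM preincubated with compounds 15 min at room temperature; reaction started with fluorescent substrate (50 nM final) and read kinetically at 0 and 10 min.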
G9a block: blocks human histone lysine methyltransferase G9a. AID 504332. Q96KQ7. G9a H3K9 monomethylation, AlphaScreen, 2 h. Potency, µM (doses to about 102 µM), without a hit: at the top dose activity, negative = inhibition, usual class: inhibitors. 350,000 compounds, 8.8% hits; note: % is set by controls: 0 for no effect and ±100 for the full control effect; nearly all actives have a fitted effect of over 75% in size
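G9a (20 nM) preincubated 15 min RT with compounds, then 500 nM biotinylated H3K9 peptide and 20 uM SAM added; 2 h RT reaction. Monomethyl-H3K9 product detected by AlphaScreen with anti-H3K9me1 antibody, streptavidin donor and anti-rabbit IgG acceptor beads.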
JMJD2A Tudor inh: inhibitors of human JMJD2A Tudor domain; O75164; AlphaScreen JMJD2A-Tudor / H3K4me3 peptide binding; Potency, µM (titrated, usually from 114 µM), inactives show at the top dose activity change, negative = inhibition, usual class: inhibitors; 390,000 compounds, 4.4% hits; AID 504339; note: % is set by controls: 0 for no effect and ±100 for the full control effect; nearly all actives have a fitted effect of over 50% in size
APEX1 inh: APE1 (human) endonuclease inhibition | P27695 | recombinant APE1, TAMRA/BHQ-2 abasic DNA cleavage fluorescence | Potency, µM (series often up to 65.8 µM), without a hit: at the top dose activity change, negative = inhibition, most hits filed as inhibitors | 350,000 compounds, 0.35% hits;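 note: plate controls were vehicle for no effect and reference inhibitor for full effect; nearly all actives have a fitted effect of over 55% in size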
Target sequence (P27695 whole entry, looked up): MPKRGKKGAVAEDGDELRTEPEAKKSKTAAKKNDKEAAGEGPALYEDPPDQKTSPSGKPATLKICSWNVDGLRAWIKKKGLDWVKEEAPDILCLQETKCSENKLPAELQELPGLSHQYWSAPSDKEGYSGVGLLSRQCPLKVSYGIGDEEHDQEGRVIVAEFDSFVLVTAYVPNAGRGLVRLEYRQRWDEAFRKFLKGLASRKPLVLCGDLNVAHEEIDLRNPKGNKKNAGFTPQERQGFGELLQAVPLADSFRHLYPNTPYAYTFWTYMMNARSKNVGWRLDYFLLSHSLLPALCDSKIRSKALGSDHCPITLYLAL
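Activity was derived from the fluorescence gain between first and third kinetic reads (60 s intervals, ex 525/em 598 nm) after 50 nM THF-abasic TAMRA/BHQ-2 duplex was added to 0.75 nM APE1 preincubated 15 min with compound.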
* = called active by the depositor; ? = inconclusive; · = not tested or not shown; [ ] = another dose, or the depositor's remark. Calls come from the whole dose curve; as a rule, active = well fitted curve in the direction sought with a large enough effect; inconclusive = small, poorly fitted or top-dose-only effect, or another doubt; inactive = no such curve, though single readings can be large; an effect the other way counts as inactive or inconclusive. Potency is the fitted concentration of half-maximal effect. An excerpt, so the mix of outcomes need not match the whole.

cpd	SMILES	BLM inh	POLB inh	BAZ2B block	POLI inh	Pol kappa inh
1	COc1ccc(CC(NC(C)=O)C(=O)NC2CCN(S(=O)(=O)c3cccc4ccccc34)CC2)cc1OC (stereo not given)	-1%	?	4%	?	-8%
2	Cc1nn(C)cc1C(=O)Nc1ccccc1Br	1%	-1%	6%	159%[activator]	-25%
3	CC(=O)Oc1oc(-c2ccccc2)nc1C=Nc1ccc(N(C)C)cc1	-1%	3%	1%	38%[activator]	0%
4	CCOC(=O)c1cc(C(C)=O)c(=O)n(C)c1N	-3%	34%	3%	16%	0%
5	CCC(CC)C(=O)c1c[nH]c(C(=O)NCc2ccccc2)c1	-4%	21%	-13%	16%	-3%
6	O=C(CSc1ccc(-c2ccc(Br)cc2)nn1)NCC1CCCO1 (stereo not given)	-3%	?	-12%	16%	-10%
7	COc1ccc(OC)c(NC(=O)c2c(NCc3cccs3)sc3c2CCCCC3)c1	-5%	-2%	22µM*	?	-14%[60.1 µM]
8	COc1cccc(N2CC(NC(=O)C3CCCC3)CC2=O)c1 (stereo not given)	2%	-19%	0%	15%	-4%[60.1 µM]
9	COc1ccc(OC)c(NC(=O)Cn2c(=O)cc(C)c3c(C)nn(-c4cccc(Cl)c4C)c32)c1	-5%	5%	-13%	2%	-5%
10	COc1ccc(NC(=O)c2cnc(C)cn2)c2ncccc12	-6%	34%	6%	·	·
11	Cc1ccc(C(=O)c2c3ccc(C(F)(F)F)cc3[n+]([O-])n2CCC(N)=O)cc1	-2%	4%	-4%	-5%	-10%
12	CC(C)(C)c1cc(C(=O)N2CCc3ccccc3C2)ccn1	-5%	15%	4%	-10%	-9%[60.1 µM]

cpd	POLH inh	G9a block	JMJD2A Tudor inh	APEX1 inh
1	-6%	-10%[12.7 µM]	-12%	0%
2	-5%	17%[59 µM]	-33%	-1%
3	-8%	-4%	-16%	2%
4	-16%	7%	-3%[57.1 µM]	2%
5	-15%	21%	-15%	12%
6	-17%	?	-15%	-9%
7	-18%	11µM*	?	·
8	-18%	3%[59 µM]	-5%	·
9	-2%	-32%[59 µM]	-16%	·
10	·	-4%[59 µM]	·	3%
11	-13%	·	-30%	-3%
12	-1%	-9%	-7%	15%

Remaining list, next part.
cpd	SMILES	BLM inh	POLB inh	BAZ2B block	POLI inh	Pol kappa inh
13	COC(=O)CCC(=O)OC1(C)C(=O)C2=CN(C3CC3)C(c3ccc(OC)cc3)=CC2=C(Br)C1=O (stereo not given)	-10%[12.4 µM]	·	·	?	-24%
14	CC(=O)N(CC(=O)N(CC(=O)O)c1ccc(Cl)cc1)c1ccc(Cl)cc1	·	·	·	15%	-5%
15	Cc1ccc(S(=O)(=O)NCc2cccnc2)c(C)c1	1%	14%	6%	-9%	-2%
16	Cc1ccc(-c2nc(CN3CCCCC3)cc(CN3CCCCC3)c2O)cc1	2%	-22%	-37%	29%	-3%
17	c1ccc2c(c1)nc1n2CCN1CCN1CCCC1	1%	36%	4%	140%[activator]	-4%
18	COc1ccc(CONc2ncnc3nonc23)cc1[N+](=O)[O-]	-4%	18%	-15%	18%	-6%
19	CCn1c(CSc2ncccn2)nnc1SCC(=O)N1CCCCC1	-5%	4%	-23%	-15%	-15%
20	O=C(O)C1C=Cc2ccccc2N1C(=O)c1ccccc1 (stereo not given) (tested in a mixture with another compound)	·	·	·	1%	-9%
21	N#C/C(=C\c1ccc(-c2cccc(Cl)c2)o1)C(=O)Nc1cccc(C(F)(F)F)c1	0%	-20%	-5%	89µM*	-25%
22	O=C(N/N=C/c1ccc(Cl)c(Cl)c1)c1ccc2nc[nH]c2c1	-3%	?	-12%	3%	-2%
23	COc1ccc(NC(=O)CCNS(=O)(=O)c2cccc3nonc23)cc1Cl	-3%	20%	2%	14%	-2%
24	Cc1nc(C(F)(F)F)ccc1C(=O)N1CCCCC1	-6%	-15%	-1%	63%[activator]	-9%

cpd	POLH inh	G9a block	JMJD2A Tudor inh	APEX1 inh
13	79µM*	·	?	9%[12.4 µM]
14	-18%	·	-1%	·
15	-5%	-6%[0.501 µM]	-8%	9%
16	-20%	·	-22%	6%
17	-21%	1%	-9%	-5%
18	-10%	?	-24%	5%
19	-2%	4%	-11%	6%
20	-10%	·	-6%	·
21	-1%	-48%[59 µM]	-27%	·
22	2%	-14%	9%	21%
23	-20%	-9%	-18%	3%
24	-15%	2%[59 µM]	-9%	1%

Shown with tabs: 7 of the compounds above
nr	Structure	BLM inh	POLB inh	BAZ2B block	POLI inh	Pol kappa inh	POLH inh	G9a block	JMJD2A Tudor inh	APEX1 inh
18	COc1ccc(CONc2ncnc3nonc23)cc1[N+](=O)[O-]	-4%	18%	-15%	18%	-6%	-10%	?	-24%	5%
19	CCn1c(CSc2ncccn2)nnc1SCC(=O)N1CCCCC1	-5%	4%	-23%	-15%	-15%	-2%	4%	-11%	6%
20	O=C(O)C1C=Cc2ccccc2N1C(=O)c1ccccc1 (stereo not given) (tested in a mixture with another compound)	·	·	·	1%	-9%	-10%	·	-6%	·
21	N#C/C(=C\c1ccc(-c2cccc(Cl)c2)o1)C(=O)Nc1cccc(C(F)(F)F)c1	0%	-20%	-5%	89µM*	-25%	-1%	-48%[59 µM]	-27%	·
22	O=C(N/N=C/c1ccc(Cl)c(Cl)c1)c1ccc2nc[nH]c2c1	-3%	?	-12%	3%	-2%	2%	-14%	9%	21%
23	COc1ccc(NC(=O)CCNS(=O)(=O)c2cccc3nonc23)cc1Cl	-3%	20%	2%	14%	-2%	-20%	-9%	-18%	3%
24	Cc1nc(C(F)(F)F)ccc1C(=O)N1CCCCC1	-6%	-15%	-1%	63%[activator]	-9%	-15%	2%[59 µM]	-9%	1%

(further entries)
cpd	SMILES	BLM inh	POLB inh	BAZ2B block	POLI inh	Pol kappa inh
25	COc1ccc2c(c1)C(=O)CC(O)(C(F)F)O2 (stereo not given)	1%	0%	1%	-7%[58.9 µM]	1%
26	CSCCC(NC(=O)C1CCCCC1)C(=O)Nc1ccc(F)c(Cl)c1 (stereo not given)	-4%	28%	-3%	-16%	-32%
27	Cc1ccc(NC(=O)c2cccc(S(=O)(=O)N3CCc4ccccc4C3)c2)nc1	·	·	11%	11%	-8%
28	O=c1nc2n(c3ccccc13)Cc1ccccc1-2	5%	1%	9%	·	·
29	Oc1ccccc1-c1n[nH]c(=S)n1Cc1ccco1	-9%	1%	-34%	-14%	1%
30	Cn1ccc2ccc(C3=CC(=O)C[C@H](c4ccc(F)cc4)C3)cc21	·	·	-7%	35%[activator]	-4%
31	CCOC(=O)C1CCN(C(=O)CCc2nc3sc4c(c3c(=O)[nH]2)CCCC4)CC1	·	·	?	28µM*	?
32	COc1ccc([C@H]2CC(=O)C=C(c3ccc4[nH]ccc4c3)C2)cc1OC	·	·	?	-5%	-7%
33	Cc1cccc(Nc2nc(N)nc(CSc3nccn3C)n2)c1	-2%	9%	-26%	8%	-3%
34	O=C(N/N=C/c1cccnc1)c1ccc(NC(=O)C(c2ccccc2)c2ccccc2)cc1	-3%	22%	-11%	20%	-2%
35	COc1cccc(-c2cc(C(=O)NCCc3ccc(OC)c(OC)c3)no2)c1	-5%	7%	2%	-11%	9%
36	COc1ccc(Cl)cc1NC(=O)[C@@]1(CC(=O)O)CC(/C=C/c2ccccc2)=NO1	-2%	0%	-23%	9%	1%[60.1 µM]

cpd	POLH inh	G9a block	JMJD2A Tudor inh	APEX1 inh
25	-17%	5%	-1%	1%
26	-19%	-28%[59 µM]	-16%	·
27	3%	3%[0.501 µM]	-9%	-11%
28	·	-3%[59 µM]	·	-5%
29	-8%	?	5.6µM*	-1%
30	-28%	-14%[0.501 µM]	-31%	-1%
31	22µM*	50µM*	?	6%
32	-9%	-1%[2.33 µM]	?	-29%
33	-1%	11%[59 µM]	-18%	-3%
34	-16%	-2%[59 µM]	-14%	-5%
35	-7%	18%[59 µM]	1%	·
36	4%	3%	-4%	27%

(further entries)
cpd	SMILES	BLM inh	POLB inh	BAZ2B block	POLI inh	Pol kappa inh
37	CCOC(=O)N1CCC(=NNc2nc3ccccc3s2)CC1	-1%	?	-23%	-15%	-7%
38	CCc1nnc(NC(=O)C2CCCN(C(=O)c3ccc(Cl)cc3)C2)s1 (stereo not given)	·	·	9%	13%	10%
39	COc1ccc(Nc2nc(NCc3ccco3)nc(N)c2[N+](=O)[O-])cc1	-2%	-5%	-2%	49%[activator]	-8%
40	O=C(N/N=C/c1ccco1)c1ccc(Br)o1	0%	0%	-1%	3%	-4%
41	O=c1oc2ccccc2cc1NCc1ccccc1O	-13%	-14%	-30%	16%	11%
42	CCCNc1ccc(S(=O)(=O)N(C(C)C)C(C)C)cn1	-2%	8%	-3%	80%[activator]	-8%
43	O=C(Nc1nccs1)c1ccc(CSc2nnnn2-c2ccccc2)cc1	-2%	5%	-4%	17%	-15%
44	CC1C(=O)N2CCCc3cc(NC(=O)C(=O)NCCc4ccc(F)cc4)cc1c32 (stereo not given)	·	·	0%	19%	3%
45	Cc1ccc(NC(=O)c2ccc3nc[nH]c3c2)nc1	0%	-34%	-37%	?	-32%
46	Cc1ccc(C(=O)CCC(=O)Nc2ncccc2O)cc1	·	·	79µM*	40%[activator]	-10%

cpd	POLH inh	G9a block	JMJD2A Tudor inh	APEX1 inh
37	-2%	7%	-16%	-4%
38	-8%	-3%[12.7 µM]	-8%	11%
39	-1%	7%	-31%	2%
40	11%	22%	-15%	0%
41	-13%	-23%	-24%	-1%
42	-18%	19%[59 µM]	-2%	4%
43	0%	-2%[12.7 µM]	-16%	-3%
44	-9%	?	-1%	-3%
45	?	-20%	?	-42%
46	7%	-47%	?	13%
